Compound activity from PubChem BioAssay.
GPR151 activ – activates the human receptor GPR151. activation, % at 11.2 µM. PathHunter beta-arrestin GPR151 cells, luminescence. Q8TDV0. 650,000 tested, 1% active; in the data active = activation above about 4.9%;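 note: 0% = median of compound wells and 100% = cells with positive control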
Target sequence (Q8TDV0 whole entry, looked up): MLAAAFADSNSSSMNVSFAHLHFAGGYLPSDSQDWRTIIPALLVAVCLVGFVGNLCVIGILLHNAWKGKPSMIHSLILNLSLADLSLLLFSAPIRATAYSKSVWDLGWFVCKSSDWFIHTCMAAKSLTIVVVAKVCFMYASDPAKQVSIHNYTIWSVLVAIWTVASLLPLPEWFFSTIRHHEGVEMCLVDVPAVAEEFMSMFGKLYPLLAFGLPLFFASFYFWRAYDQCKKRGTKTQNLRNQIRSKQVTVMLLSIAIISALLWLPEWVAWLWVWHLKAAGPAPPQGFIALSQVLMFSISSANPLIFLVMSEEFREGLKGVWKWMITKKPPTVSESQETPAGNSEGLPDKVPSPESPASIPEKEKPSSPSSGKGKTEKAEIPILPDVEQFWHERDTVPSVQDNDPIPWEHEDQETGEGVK
MITF primary – blocks human microphthalmia-associated transcription factor. AlphaScreen MITF homodimerization, bead proximity signal. 650,000 tested, 0.91% active. O75030. inhibition, % at 2.6 µM; in the data active = inhibition above about 50%;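 note: 0% = vehicle wells with protein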
Target sequence (O75030 whole entry, looked up): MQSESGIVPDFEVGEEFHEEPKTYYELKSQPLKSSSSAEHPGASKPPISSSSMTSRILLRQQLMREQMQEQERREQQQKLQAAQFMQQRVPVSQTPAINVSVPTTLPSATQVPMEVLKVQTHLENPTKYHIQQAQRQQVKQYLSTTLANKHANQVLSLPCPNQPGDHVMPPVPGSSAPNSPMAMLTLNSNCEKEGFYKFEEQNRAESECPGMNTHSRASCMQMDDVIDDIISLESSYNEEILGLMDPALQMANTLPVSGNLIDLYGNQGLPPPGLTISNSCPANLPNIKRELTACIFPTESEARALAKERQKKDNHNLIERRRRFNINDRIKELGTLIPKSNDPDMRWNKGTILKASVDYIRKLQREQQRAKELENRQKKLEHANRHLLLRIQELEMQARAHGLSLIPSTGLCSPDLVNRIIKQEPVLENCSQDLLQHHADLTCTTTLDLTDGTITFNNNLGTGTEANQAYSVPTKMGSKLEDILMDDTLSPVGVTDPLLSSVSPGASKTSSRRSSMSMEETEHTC
FBW7 activator – human FBW7 E3 ligase activation, primary screen | AID 1259310 | AlphaScreen FBW7–phospho-cyclin E peptide binding, activator screen | Q969H0 | normalized activity (activation), % at 26.1 µM | 650,000 tested, 0.13% active; in the data active = normalized activity above about 1.9%;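 note: purified mutant Fbw7 with reduced substrate affinity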
TEAD-YAP inh – TEAD-YAP interaction inhibition; HEK-TIYL cells, TEAD-Gal4/YAP UAS-luciferase luminescence; inhibition, % at 9.12 µM; 640,000 tested, 1.4% active; AID 1259422; in the data active = inhibition above about 32%;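 note: 0% = median of test compound wells and 100% = reference inhibitor wells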
The depositor's hits bear a star.

SMILES	GPR151 activ	MITF primary	FBW7 activator	TEAD-YAP inh
Cc1cc(NS(=O)(=O)c2ccc(NC(=O)c3ccc(Br)cc3)cc2)nc(C)n1	-0.3	-8	0.0	-11
OCCNc1nc(Cl)nc(NCCO)n1	0.4	-1	-0.1	-6
CC(NC(=O)C(c1ccccc1)C(c1ccccc1)c1ccccc1)c1ccccc1 (configuration not stated)	-0.7	6	0.1	11
O=C(O)CCCc1nnc2n3nc(-c4ccccc4)nc3c3ccccc3n12	-1.5	6	0.0	-7
COc1cccc(C(=O)OCC(=O)Nc2sc3c(c2C(N)=O)CCCC3)c1O	0.2	13	0.1	2
COc1ccc(C(=O)N/N=C/c2cc(Cl)ccc2O)cc1	0.3	29	-0.4	3
CN1CCC(N(C)CC(=O)Nc2ccc3c(c2)OC(F)(F)O3)CC1	1.3	57*	-0.3	9
Cc1cccc(NC(=O)CSc2nnc(-c3ccccc3)c(-c3ccccc3)n2)c1C	1.8	3	0.1	4
CN(CCO)CCNc1cc(N(C)C)c2noc3c2c1C(=O)c1ccccc1-3	-1.6	43	-0.6	0
CCOC(=O)c1nnn(-c2nonc2N)c1CSc1nn(-c2ccccc2)c(=S)s1	1.2	30	1.2	-4
CC(=O)Nc1cccc(-c2cn3c(NC(=O)c4ccccc4)c(C)nc3cn2)c1	1.0	1	-0.1	2
O=C(CCCSc1ccc(NC(=O)c2ccc(F)cc2)nn1)NC1CC1	-1.7	11	0.5	6
COc1ccc(CC(=O)N2CCCC(c3ccnc4cc(C)nn34)C2)cc1 (configuration not stated)	-0.6	12	0.0	0
CCCn1nnnc1SCC(=O)N1C(C)CCCC1C (configuration not stated)	-1.0	8	0.1	-6
O=C(Nc1cccc(F)c1)Nc1ccnn1C1CCN(C(=O)C2CC23CCCC3)CC1 (configuration not stated)	-0.3	-2	0.0	-26
Cc1oc2ccc(NS(=O)(=O)c3ccc4ccccc4c3)cc2c1C(=O)O	3.4	9	0.0	5
COc1ccc2ccccc2c1/C=C\c1nc(O)c([N+](=O)[O-])c(=O)[nH]1	0.1	12	1.1	-4
CC(C)(C)NC(=O)C1C2C=CC(C2)C1c1nc2ccccc2c(=O)[nH]1 (configuration not stated)	0.2	21	0.8	9
COc1ccc(NC(=O)CNC(=O)c2ccc(C(C)(C)C)cc2)cc1	1.2	5	0.1	-2
O=S(=O)(Oc1ccc2ccccc2c1)N1CCOCC1	-0.5	2	0.5	-65
COc1ccc(C(=O)N2CCN(c3ccc(-c4cccs4)nn3)CC2)cc1	0.2	1	0.0	-10
O=C(N1CCCC1)C1(c2cccs2)CCOCC1	-1.4	-2	0.0	-8
Cc1cc(OCCCN2CCCC(C)C2)ccc1[N+](=O)[O-] (configuration not stated)	0.4	21	0.0	-2
Cc1cccnc1NC(=O)C(C)Oc1ccccc1 (configuration not stated)	0.0	-13	-0.1	-1
Cc1ccc(-n2[nH]c(C)c(C=Nc3ccc(S(=O)(=O)N4CCCCC4)cc3)c2=O)cc1	-1.9	-1	0.0	5
C=CCNC(=O)c1cc(-c2ccccn2)nc2ccc(S(=O)(=O)N3CCOCC3)cc12	0.3	-7	-0.1	-1
O=C(O)COc1ccccc1/C=N/NC(=O)Cc1ccccc1	-0.9	-1	0.1	-5
Cc1cc2c(n1-c1ccc(C(=O)NCCN3CCOCC3)cc1)CCCC2	-1.6	15	0.4	13
NC(=O)Nc1ccc(C(=O)OCn2nnc3ccccc3c2=O)cc1	0.2	6	0.0	5
CC(C)N(CCNc1nc(Nc2cnccn2)nc2c1ncn2C1CCCCC1)C(C)C	1.9	7	0.0	30
Cn1cccc1CC(=O)N/N=C\c1cccc2ccccc12	-0.2	-8	0.1	-5
O=S(=O)(c1ccc(Cl)cc1)N1CCN(c2nnnn2-c2ccccc2)CC1	-0.3	5	-0.1	-8
O=S(=O)(NCCCN1CCN(c2cccc(Cl)c2)CC1)c1cccc2nsnc12	0.6	12	-0.1	-1
COc1oc(-c2ccccc2)cc1/C=N/NC(N)=O	0.2	11	0.2	2
CCCOC(=O)C1=C(C)NC2=C(C(=O)CCC2)C1c1ccccc1OC (configuration not stated)	-2.0	17	0.6	3
COc1ccc(-c2c(C(F)(F)F)oc3cc(O)ccc3c2=O)cc1OC	-0.8	-17	-0.1	-9
Cc1cc(C)cc(N=C2NC(=O)/C(=C/c3ccc(OCc4ccccc4)cc3)S2)c1	-0.5	-11	-0.2	-6
CCOc1cc(C2C3=C(CCCC3=O)N(CC(=O)O)C3=C2C(=O)CCC3)cc(Cl)c1OCc1ccccc1	0.3	1	0.1	-5
Cc1cc(Nc2ccc(Br)cc2)n2nc(C)nc2n1	-0.3	0	-0.1	13
COc1cccc(C=Nc2ccccc2C#N)c1O	-0.3	-5	0.0	-9
COc1ccccc1C1NC(=O)NC2=C1CCc1ccccc12 (configuration not stated)	-0.4	13	0.0	16
Cc1cccc(-n2c(SCC(=O)N3CCOCC3)nnc2-c2cccnc2)c1C	-1.4	3	-0.1	14
O=c1[nH]c2ccccc2nc1Cc1ccccc1Cl	-1.2	-218	-0.2	-7
Cc1ccc(/C(O)=C2\C(=O)C(=O)N(CC(C)O)C2c2ccccc2)cc1 (configuration not stated)	0.7	-1	0.0	0
COc1ccc(Br)cc1C(=O)Nc1cccc(NC(=O)c2cccc(Cl)c2)c1	-1.6	-94	-0.2	-9
Cc1ccc(C(c2ccc(C)o2)c2ccc(-c3ccccc3)o2)o1	1.1	-11	0.0	-20
O=[N+]([O-])c1ccc2nc(-c3cccc(O)c3)[nH]c2c1	-6.9	1	0.0	17
COc1ccc([C@@H]2CCN(C(=O)Cc3cc(OC)ccc3OC)C[C@H]2O)cc1	-0.9	-22	0.0	1
CCN(C(=O)Cn1c(=O)oc2cc(S(=O)(=O)N3CCCC3)ccc21)c1cccc(C)c1	0.1	7	-0.2	4
COc1cccc(-n2cc(C(=O)NCCC(=O)Nc3ccc(F)cc3Cl)c3ccccc3c2=O)c1	-1.3	3	-0.1	4
O=C(NCc1nc2ccccc2[nH]1)c1csc(Nc2ncccn2)n1	-0.9	3	0.1	7
CC(Nc1c2ccccc2nc2ccccc12)C(=O)NC(CC(N)=O)C(=O)O (configuration not stated)	3.2	-8	0.0	2
COc1ccccc1C(=O)N/N=C(\C)CC(=O)Nc1ccccc1F	-0.8	7	0.0	-35
O=c1c2ccccc2nc(/C=C/c2ccccc2[N+](=O)[O-])n1-c1cccc(C(F)(F)F)c1	0.3	5	-0.1	11
c1ccc(-n2cnc3c(NCc4cccnc4)nc(Nc4ccncc4)nc32)cc1	-0.6	-7	-0.3	-2
Cc1ccc(C(=O)N/N=C/c2ccc([N+](=O)[O-])s2)cc1	0.5	-4	0.0	26
CCc1ccccc1NC(=O)CN1C(=O)C2(OCCCO2)c2ccccc21	1.8	-18	-0.2	2
COc1cccc(CN2CCN(C(=O)c3cnsc3)[C@@H](C)C2)c1	-0.3	2	-0.1	-6
CCOC(=O)C1=CN(Cc2ccc(Cl)cc2)C=C(C(=O)OCC)C1c1cc(OC)c(OC)cc1OC	-1.8	10	0.6	2
COC(=O)c1ccccc1NC(=O)Nc1ccc([N+](=O)[O-])cn1	-0.5	19	0.2	9

(further entries)
SMILES	GPR151 activ	MITF primary	FBW7 activator	TEAD-YAP inh
N#CC1=C(N)C(C#N)(C#N)C(c2ccc(I)cc2)C=C1C1CC1 (configuration not stated)	-0.4	7	-0.1	5
CCCCOC(=O)C1=C(C)N(C)C(=O)NC1c1ccc([N+](=O)[O-])cc1 (configuration not stated)	1.4	-5	-0.1	-10
CN(C)c1cccc(C(=O)N2CCC(C3(C)NC(=O)N(Cc4ccsc4)C3=O)CC2)c1 (configuration not stated)	0.6	10	-0.1	3
COc1ccccc1-c1cc(-c2ccccc2)nc(SCC(=O)c2ccc(Br)cc2)c1C#N	2.1	-9	-0.1	-10
Cc1ccc(-n2nnnc2Sc2ccc(S(C)(=O)=O)cc2[N+](=O)[O-])cc1	-1.5	10	-0.1	0
CCOc1cc(C2C(C(=O)OC3CCCCC3)=C(C)NC3=C2C(=O)CC(c2ccc(OC)cc2)C3)cc(Cl)c1O (configuration not stated)	-1.6	6	0.2	9
O=C(N/N=C/c1ccccc1O)c1ccccc1I	-0.7	8	-0.1	-16
CC1=NN(c2ccc(C(=O)O)cc2)C(=O)/C1=C\c1ccc(C)o1	0.3	-10	-0.2	-10
C=CCc1ccccc1OCC(O)CNC1CCCC1 (configuration not stated)	0.0	2	-0.1	5
COc1cccc(NC(=O)c2ccc(S(=O)(=O)N3CC(C)CC(C)C3)cc2)c1 (configuration not stated)	0.2	-6	0.0	3
O=C(Nc1ccc2c(c1)CN(C1CCOCC1)CC2)c1ccc(C(F)(F)F)cc1	-0.9	-2	0.1	18
COC(=O)CN(c1ccc(F)cc1)S(C)(=O)=O	-0.3	-14	-0.2	-3

Three structures out of the list, arranged by molecular weight, ascending:
SMILES	GPR151 activ	MITF primary	FBW7 activator	TEAD-YAP inh
COc1cccc(C=Nc2ccccc2C#N)c1O	-0.3	-5	0.0	-9
Cc1cccnc1NC(=O)C(C)Oc1ccccc1 (configuration not stated)	0.0	-13	-0.1	-1
COc1cccc(NC(=O)c2ccc(S(=O)(=O)N3CC(C)CC(C)C3)cc2)c1 (configuration not stated)	0.2	-6	0.0	3

The results go on:
SMILES	GPR151 activ	MITF primary	FBW7 activator	TEAD-YAP inh
Cc1ccc(S(=O)(=O)N2CCN(c3ccc([N+](=O)[O-])c(NCCCN4CCOCC4)c3)CC2)cc1	-0.7	12	-0.1	-2
Cc1ccc(-n2c(C)cc(/C=C(\C#N)C(=O)NCC3CCCO3)c2C)cc1 (configuration not stated)	2.0	-13	0.0	-51
CN1CCN(c2ccc(-c3nc(NCCO)c4ncn(C5CCCCC5)c4n3)cc2)CC1	-0.9	14	-0.1	-5
COc1ccccc1C1C(C(=O)Nc2nc3ccccc3s2)=C(C)NC2=C1C(=O)CCC2 (configuration not stated)	1.7	3	0.1	-4
O=C(CSC1=NCCS1)Nc1ccc(F)c(Cl)c1	-1.1	-18	0.1	-1
COc1ccc(Nc2ncc(C(=O)NCC3COc4ccccc4O3)c3ccccc23)cc1 (configuration not stated)	0.0	-2	0.0	10
O=C(COc1ccc(Cl)cc1)Nc1nnc(-c2ccco2)o1	-1.1	8	-0.2	5
Cc1ccc(OCCN2C(=O)NC(C)(C)C2=O)c(I)c1	-0.1	14	-0.1	9
Cn1c(=O)cc(C(=O)NN)c2ccccc21	-0.4	12	0.1	23
O=C(NCC1CCCN(Cc2ccc3nsnc3c2)C1)c1cccs1 (configuration not stated)	-2.2	7	0.6	5
CCc1ccccc1NS(=O)(=O)c1cc(C(=O)OC)n(C)c1	-0.3	-5	-0.1	2
CCOC(=O)c1ccc(NC(=O)CSc2ccc(F)cc2)cc1	-0.5	54*	0.1	-3
COCC(C)n1c(C)cc(C(=O)COC(=O)c2n[nH]c3ccccc23)c1C (configuration not stated)	-2.3	18	0.2	88*
O=C(COc1ccccc1)Nc1cccc(NC(=O)COc2ccccc2)c1	2.9	1	0.1	-10
COc1ccc(NC(=O)C2C3C=CC4(O3)C2C(=O)N(CCN2CCCCC2)C4C(=O)NC2CCCC(C)C2C)cc1 (configuration not stated)	-1.7	5	0.0	-7
COc1ccccc1-c1ccc2c(c1)C(C)(Cc1ccccn1)C(=O)N2 (configuration not stated)	0.6	0	0.5	-9
COCCn1nnnc1C(C(C)C)N1CCN(Cc2ccc3c(c2)OCO3)CC1 (configuration not stated)	0.5	-6	-0.1	0
Nc1nnnn1/N=C/c1ccc(C=O)cc1	0.0	4	0.8	2

Entries shown so far that contain fluorine:
SMILES	GPR151 activ	MITF primary	FBW7 activator	TEAD-YAP inh
CN1CCC(N(C)CC(=O)Nc2ccc3c(c2)OC(F)(F)O3)CC1	1.3	57*	-0.3	9
O=C(CCCSc1ccc(NC(=O)c2ccc(F)cc2)nn1)NC1CC1	-1.7	11	0.5	6
O=C(Nc1cccc(F)c1)Nc1ccnn1C1CCN(C(=O)C2CC23CCCC3)CC1 (configuration not stated)	-0.3	-2	0.0	-26
COc1ccc(-c2c(C(F)(F)F)oc3cc(O)ccc3c2=O)cc1OC	-0.8	-17	-0.1	-9
COc1cccc(-n2cc(C(=O)NCCC(=O)Nc3ccc(F)cc3Cl)c3ccccc3c2=O)c1	-1.3	3	-0.1	4
COc1ccccc1C(=O)N/N=C(\C)CC(=O)Nc1ccccc1F	-0.8	7	0.0	-35
O=c1c2ccccc2nc(/C=C/c2ccccc2[N+](=O)[O-])n1-c1cccc(C(F)(F)F)c1	0.3	5	-0.1	11
O=C(Nc1ccc2c(c1)CN(C1CCOCC1)CC2)c1ccc(C(F)(F)F)cc1	-0.9	-2	0.1	18
COC(=O)CN(c1ccc(F)cc1)S(C)(=O)=O	-0.3	-14	-0.2	-3
O=C(CSC1=NCCS1)Nc1ccc(F)c(Cl)c1	-1.1	-18	0.1	-1
CCOC(=O)c1ccc(NC(=O)CSc2ccc(F)cc2)cc1	-0.5	54*	0.1	-3
